Bioassay records from PubChem BioAssay.
CBFb RUNX1 block: qHTS Assay for Compounds Blocking the Interaction Between CBF-beta and RUNX1 for the Treatment of Acute Myeloid Leukemia; Runt-related transcription factor 1 (Homo sapiens) + Core-binding factor subunit beta …; AlphaScreen CBFb-His/RUNX1-biotin binding, biochemical; Potency, µM (titrated, usually from 59.8 µM), for inactives: top-dose activity, negative = inhibition, actives largely listed as inhibitors; 230,000 tested, under 10 active; also: % of control where 0% means no effect
Target sequence (Q01196 whole entry, looked up): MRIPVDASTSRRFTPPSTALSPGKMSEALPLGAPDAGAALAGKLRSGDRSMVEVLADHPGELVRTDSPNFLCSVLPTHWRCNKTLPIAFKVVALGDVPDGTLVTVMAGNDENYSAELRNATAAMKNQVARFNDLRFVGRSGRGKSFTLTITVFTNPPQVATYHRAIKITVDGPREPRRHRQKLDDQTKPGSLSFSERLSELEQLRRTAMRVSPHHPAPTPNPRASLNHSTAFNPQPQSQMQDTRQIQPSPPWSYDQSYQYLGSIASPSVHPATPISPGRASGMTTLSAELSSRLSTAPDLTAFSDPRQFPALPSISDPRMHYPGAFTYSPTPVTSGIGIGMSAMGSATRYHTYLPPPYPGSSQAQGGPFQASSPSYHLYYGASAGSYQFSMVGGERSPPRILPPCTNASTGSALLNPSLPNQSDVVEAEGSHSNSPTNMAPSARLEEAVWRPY
Target sequence (Q13951 whole entry, looked up): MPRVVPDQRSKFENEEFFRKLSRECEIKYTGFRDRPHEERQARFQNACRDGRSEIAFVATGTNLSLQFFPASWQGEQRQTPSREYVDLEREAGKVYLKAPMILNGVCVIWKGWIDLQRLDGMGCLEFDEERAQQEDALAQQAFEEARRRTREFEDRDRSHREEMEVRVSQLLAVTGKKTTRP
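Bead-based AlphaScreen assay; binding partners His-tagged CBF-beta and biotinylated RUNX1 at 30 nM each. Compound exposure 15 min after a 20-min protein preincubation; bead step 90 min; all steps at room temperature.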
HTT aggregate: qHTS Multiplex Assay to Identify Dual Action Probes in a Cell Model of Huntington: Aggregate Formation (GFP); PC12 HttQ103-GFP aggregates, Acumen cytometry, 40 h; AID 1688, 2009; Potency, µM (titrated, usually from 46.1 µM), for the others: at the top dose activity change, negative = inhibition, usual class: inhibitors; actives 1.1% (n = 220,000); also: potency is read from the fitted curve at half-maximal effect; % is scaled to controls: 0 for no effect and ±100 for the full control effect; nearly all actives have a fitted effect of over 60% in size
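Quantitative HTS on tebufenozide-induced (100 nM) PC12 cells stably expressing polyQ103 Huntingtin exon 1–GFP. Reduction of bright GFP aggregates, detected by laser scanning cytometry after lysis, identified actives across the titration.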
Luc counter: Counterscreen for Luciferase (Kinase-Glo TM) Inhibition | Luciferin 4-monooxygenase (Photuris pensylvanica), Q27757 | Kinase-Glo luciferase, ATP luminescence, 8 min | Potency, µM (top dose mostly 38.3 µM), for inactives: at the top dose activity change, negative = inhibition, actives largely listed as inhibitors | actives 0.28% (n = 200,000); also: potency is read from the fitted curve at half-maximal effect; % is scaled to controls: 0 for no effect and ±100 for the full control effect; nearly all actives have a fitted effect of over 60% in size
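Recombinant Kinase-Glo luciferase, 10 uM ATP (linear range), luciferin; imidazole pH 7.2 / KCl / MgCl2 / Tween / BSA buffer; 8 min RT; luminescence.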
Lamin A splicing: qHTS Assay for Modulators of Lamin A Splicing; HeLa LMNA splicing GFP/RFP minigene ratio, 48 h; Potency, µM (titrated, usually from 46.1 µM), for inactives: top-dose ratio change, negative = inhibition, usual class: inhibitors; actives 0.01% (n = 200,000); AID 1487, 2009; active = well fitted inhibition curve with a large enough effect in the signal ratio, with a control signal flat, not every such curve was filed as active; inconclusive = small, poorly fitted or top-dose-only effect, or effect the other way, or a change in a side signal; the % refers to the signal ratio; also: potency is read from the fitted curve at half-maximal effect; % is scaled to controls: 0 for no effect and ±100 for the full control effect
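S3 HeLa cells stably expressing lamin A-EGFP splicing minigene plus DsRed2, 600 cells/well, 48 h compound exposure at 37C. Laser-scanning cytometry; analysed as GFP (500-530 nm)/RFP (575-640 nm) total intensity ratio; 0.5% DMSO vehicle.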
IMPase Li inh: qHTS Assay for Identifying the Cell-Membrane Permeable IMPase Inhibitors: Potentiation with Lithium | CHO-M1 cells, IP1 TR-FRET (IP-One), carbachol + lithium | Potency, µM (highest dose often 59.4 µM), for inactives: at the top dose activity, negative = IMPase inhibition, usual class: inhibitors | actives 0.35% (n = 210,000) | AID 1457, 2008;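 also: IP1 builds up when IMPase is blocked and the TR-FRET signal falls; potency is read from the fitted curve at half-maximal effect; plate controls were basal vehicle for no effect and high inhibitor control for full effect; nearly all actives have a fitted effect of over 50% in size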
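Concentration–response in CHO-M1 cells, lithium-potentiated; 30 min at 37C. IP1 detected by competitive TR-FRET after 10 min lysis at RT. Hill-fitted AC50.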
HTT cytoprotect: qHTS Multiplex Assay to Identify Dual Action Probes in a Cell Model of Huntington: Cytoprotection (ATP); PC12 HTT-Q103 induced, cytoprotection, ATP luminescence, 40 h; Potency, µM (titrated, usually from 56.4 µM), inactives show cytoprotection (ATP increase), hits mostly activators; actives 0.14% (n = 230,000);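 also: potency is read from the fitted curve at half-maximal effect; % of control where 0% means no effect; nearly all actives have a fitted effect of over 45% in size; toxic huntingtin expression switched on by the ecdysone agonist tebufenozide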
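Rat PC12, Q103 Htt exon1-GFP fusion, ecdysone promoter; tebufenozide inducer 100 nM final; compound titration; qHTS, 1500 cells/well; ATPlite luminescent read.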
SMN2 splice enh: qHTS Assay for Enhancers of SMN2 Splice Variant Expression; Potency, µM (titrated, usually from 46.1 µM), for inactives: at the top dose activity change, positive = activation, usual class: activators; HEK293 SMN2-luciferase splicing reporter, luminescence, 30-36 h; actives 2.8% (n = 210,000); AID 1458, 2008; also: potency is read from the fitted curve at half-maximal effect; % of control where 0% means no effect; nearly all actives have a fitted effect of over 55% in size
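HEK293 cells carry an SMN2 […]–luciferase reporter in which exon 7 inclusion puts luciferase in frame. Cells were plated 10-12 h before compound addition, then incubated 30-36 h at 37C. ONE-Glo luminescence was read; sodium butyrate at 4.5 mM final served as control.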
An asterisk follows results filed as active; ? = inconclusive; . = not tested or not shown; [ ] = another dose, or the depositor's remark. Unless noted, calls follow the shape of the dose curve; as a rule, active = well fitted curve in the direction sought with a large enough effect; inconclusive = small, poorly fitted or top-dose-only effect, or another doubt; inactive = no such curve, though single readings can be large; an effect the other way counts as inactive or inconclusive.

Values in the order – CBFb RUNX1 block	HTT aggregate	Luc counter	Lamin A splicing	IMPase Li inh	HTT cytoprotect	SMN2 splice enh
> CC(=O)NCCC1CCN(c2nc3nonc3nc2N(C)Cc2ccccc2)CC1
    -0.4%	5.2%[9.22 µM]	1.4%	21.2%[46 µM]	6.1%	4.6%[10 µM]	.
> CCn1c(SCC(=O)N2CCOCC2)nc2oc3c(Cl)cc(Cl)cc3c(=O)c2c1=O
    -5.9%	-18.8%	-1.9%	11.8%	9.8%[38.3 µM]	26.2%	?
> NCCn1c(-c2ccccc2)cc(C(=O)O)c1-c1ccccc1F
    4.1%[2.36 µM]	-8.3%	0.4%	-9.9%	9.6%	.	?
> CCCn1c(N2CCN(C(=O)NCc3ccccc3)CC2)nc2ccccc21
    1.7%	16.1%[9.22 µM]	.	.	.	26.8%[10 µM]	.
> CC(=O)N/N=C/c1c(C)[nH]n(-c2ccccc2)c1=O
    ?	?	-0.7%	.	13.1%	-55.1%[inhibitor]	-23.0%
> COc1ccc(N)c(C)c1
    -2.5%[21.7 µM]	.	.	.	-5.5%	-4.2%	1.6%
> Cc1csc(Nc2ccccc2)[n+]1C
    -6.4%	-11.3%	1.2%	.	3.8%	-16.2%	1.3%
> CCn1cnc2cc(NCc3cccc(OC)c3O)ccc21
    0.0%	-10.6%	1.5%	-9.0%	11.2%[38.3 µM]	-18.2%	12.5%
> COc1ccccc1N(CC(=O)NC1CCCC1)C(=O)c1csnn1
    5.7%	-2.3%	5.4%	-8.5%	-0.9%	-12.4%[10 µM]	-1.6%
> c1ccc(-n2ncc3c(NCc4cccs4)ncnc32)cc1
    13.2%	-24.9%	0.3%	-7.2%	14.7%[38.3 µM]	-16.2%[10 µM]	11.2µM*
> COc1ccccc1NC(=O)CN1CCN(CC(=O)Nc2ccc3c(c2)OCCO3)CC1
    1.2%	-26.2%	0.5%	1.1%	24.6%[38.3 µM]	-6.8%	-6.6%
> O=C(N[C@@H](Cc1ccccc1)C(=O)NC1CCCCC1)c1ccco1
    8.7%	3.6%	-1.9%	13.6%	35.7%[activator][38.3 µM]	-2.8%	14.5%
> Cc1cc(C(=O)CSc2nnc3ccccn23)c(C)n1-c1ccccc1
    -3.3%	15.6%	-14.4%	?	7.9%	-23.8%[10 µM]	-47.1%[inhibitor]
> O=C(C[C@@H]1C=Cc2ccccc2N1C(=O)c1ccccc1)c1ccccc1
    .	.	-3.4%[7.66 µM]	.	28.0%	13.0%[10 µM]	-31.3%[inhibitor][9.22 µM]
> COc1ccnc(CS(=O)c2nc3ccc(OC(F)F)cc3[nH]2)c1OC (configuration not stated)
    -7.5%	4.8%	-8.2%	?	15.8%	-51.2%[inhibitor]	-8.9%
> COC(=O)c1ccc2c(=O)[nH]c(CSc3nc(-c4ccc(F)cc4)cs3)nc2c1
    -3.0%	-16.4%	2.0%	4.0%	-29.9%	7.6%[10 µM]	?
> CCN(c1ccccc1)S(=O)(=O)c1ccc(C(=O)OC(C)C(=O)NCCC2=CCCCC2)cc1 (configuration not stated)
    15.1%	-4.8%	-0.9%	17.2%	19.7%	4.1%[0.074 µM]	10.5%
> COC(=O)c1c(C)nc(C)c(C(=O)OC)c1-c1ccc(OC)c(OC)c1
    5.1%	.	1.8%	-3.7%[46 µM]	6.6%	.	0.2%
> COCCNC(=O)C(c1ccc(F)cc1)N(CCOC)C(=O)CCC(=O)Nc1nccs1 (configuration not stated)
    -0.3%	-11.3%	1.0%	-4.1%	18.2%[38.3 µM]	-20.9%[10 µM]	17.1%
> CCOC(=O)c1c(C(C)(C)C)oc2ccc(OCC#N)cc12
    20.5%	-4.3%	8.7%	6.4%	14.3%[38.3 µM]	-7.3%	-12.0%
> COc1ccccc1CNC(=O)CSc1ccc(C(=O)Nc2ccccc2OC)cc1[N+](=O)[O-]
    -3.2%	-6.3%	2.7%	-9.1%	6.0%	38.5%[10 µM]	16.6%
> COc1ccc2ccccc2c1/C=C\C(=O)c1ccccc1
    .	.	-3.5%[7.66 µM]	.	-1.0%	-6.4%[10 µM]	-19.3%[9.22 µM]
> COc1cccc(Nc2ncc3nc(-c4cc(F)cc(F)c4)c(=O)n(C4CC4)c3n2)c1
    .	.	-5.0%	.	-1.3%	10.2%	-0.9%
> C=CCc1c(O)nc(SCC(=O)c2ccccc2)[nH]c1=O
    -0.2%	13.6%	1.6%	4.6%[0.0737 µM]	-3.3%[38.3 µM]	9.9%	9.3%
> COc1ccc(/C=N/n2cc(-c3ccc(OC)cc3)nc2N)cc1
    -1.2%	-0.3%	-1.6%	-21.1%	16.0%[38.3 µM]	11.9%[10 µM]	-20.6%
> O=C(Nc1nccs1)c1cnccn1
    -4.8%	-12.6%	1.9%	-3.1%	6.9%	10.7%[10 µM]	7.9%
> CCN(CC)CCN(C)Cc1ccc(Br)cc1
    -5.9%	5.2%	-1.9%	2.8%	34.7%[38.3 µM]	-17.3%	4.9%
> Cc1snc(SCC(=O)N/N=C(\N)COc2cccc(C(F)(F)F)c2)c1C#N
    -1.0%	1.5%	-1.7%	15.4%	-7.8%[38.3 µM]	-20.1%	-20.4%
> Cc1ccc(Nc2nc(/N=C/NO)n[nH]2)cc1C
    -21.2%	18.4%	-0.8%	-18.1%[46 µM]	-3.4%	-20.0%	?
> Cc1ccc(N2C(=O)N(CC(=O)C(C)(C)C)c3ccccc3S2(=O)=O)cc1
    27.0%	7.1%	-2.3%	.	4.1%	-52.1%[inhibitor][10 µM]	-10.0%
> Cc1ccc2c(c1)N(CC(=O)NCc1cccs1)C(=O)C(C)O2 (configuration not stated)
    -1.6%	22.6%	-3.1%	1.3%	-5.2%[38.3 µM]	20.9%	3.0%
> COCc1cc(C)nc(OCC(=O)N/N=C/c2ccccc2)c1C#N
    4.4%	5.0%	3.6%	.	4.0%	-20.0%	6.6%
> N/C(=N\c1nc2c(c(=O)[nH]1)CCCC2)Nc1ccccc1
    3.5%	2.0%	3.4%	9.7%	-0.1%[38.3 µM]	1.4%	9.6%
> O=C(C[N+]1(c2ccccc2)CCOCC1)c1ccccc1
    .	.	1.5%[7.66 µM]	.	-0.6%	-4.3%[10 µM]	2.3%[9.22 µM]
> C/C(=N/OCO/N=C(\C)c1ccccc1)c1ccccc1
    6.5%	?	2.2%	?	6.4%	11.8%[10 µM]	253.0%
> Cn1cccc1C(=O)N1CCC2(CCN(C(=O)Nc3cccc(C#N)c3)CC2)CC1
    .	.	-2.6%	.	-22.2%	-54.4%[inhibitor]	-35.4%[inhibitor]
> COc1ccc(C(=O)CSc2[nH]c(=O)cc(C(F)(F)F)c2C#N)cc1
    0.4%	-27.1%[9.22 µM]	.	.	.	-8.9%[10 µM]	.
> C#Cc1cccc(-n2nnc(C(C)=O)c2C)c1
    -4.8%	-13.9%[9.22 µM]	.	?	.	6.4%[10 µM]	.
> O=C(Cn1[nH]c(=O)c2ccccc2c1=O)N1CC=C(c2ccccc2)CC1
    1.1%	0.8%[9.22 µM]	3.1%	11.3%	-0.4%[38.3 µM]	12.7%	-23.4%
> O=C(O)C1CCN(C(=O)COc2ccc3c4c(c(=O)oc3c2)CCC4)CC1
    -0.4%	12.0%	1.4%	-0.9%	1.4%[38.3 µM]	-3.4%	6.9%
> COc1ccc(OCC(=O)Nc2ncc3c(n2)CC(C)(C)CC3=O)cc1
    2.1%	7.3%	2.6%	0.0%	-2.8%[38.3 µM]	5.5%[0.074 µM]	1.4%
> O=C(Nc1ccc(CN2CCCCC2)cc1)c1cc(Br)ccc1Cl
    2.5%	17.9%	-0.5%	.	4.5%	-23.9%	.
> CC(C)C(NC(=O)C12CC3CC(CC(C3)C1)C2)C(=O)O (configuration not stated)
    3.7%	-0.3%	-4.9%	-0.5%	-8.4%[38.3 µM]	-9.6%[10 µM]	10.6%
> COC(=O)c1ccccc1NC(=S)N(Cc1ccc2c(c1)OCO2)Cc1cc2ccc(OC)cc2[nH]c1=O
    3.3%	11.1%	-2.7%	-14.4%	2.6%	-3.6%[10 µM]	-30.0%
> Cc1ccccc1-n1cc(CNC(=O)CCc2nnc(CCc3ccccc3)o2)cn1
    7.5%	-4.9%[9.22 µM]	-2.6%	?	8.2%	-27.4%[10 µM]	.
> COc1cccc(CC(=O)N2CCN(c3ccccc3[N+](=O)[O-])CC2)c1
    -9.1%	-4.6%	0.1%	4.0%[46 µM]	0.0%	-2.8%	0.7%
> Cc1ccc(N2C(=O)CC(N3CCc4ccccc43)C2=O)cc1Cl (configuration not stated)
    3.3%	-9.0%	-1.8%	.	-10.9%	-49.2%[inhibitor]	8.6%
> CCC(CC)c1nnc(NC(=O)c2ccc(N3CCCC3=O)cc2)s1
    1.0%	7.7%	-5.4%	11.2%	-5.3%[38.3 µM]	-0.7%	-3.4%

Record cards, from the list above. Order of values: CBFb RUNX1 block	HTT aggregate	Luc counter	Lamin A splicing	IMPase Li inh	HTT cytoprotect	SMN2 splice enh
Entry for O=C(Cn1[nH]c(=O)c2ccccc2c1=O)N1CC=C(c2ccccc2)CC1 → 1.1%	0.8%[9.22 µM]	3.1%	11.3%	-0.4%[38.3 µM]	12.7%	-23.4%
Entry for N/C(=N\c1nc2c(c(=O)[nH]1)CCCC2)Nc1ccccc1 → 3.5%	2.0%	3.4%	9.7%	-0.1%[38.3 µM]	1.4%	9.6%

Outcome played no part in choosing rows; about 4% have a hit in one of these screens.
